T cell HTS: modulators of CD8 T cell-vesicle binding, primary screen, mouse 2C CD8+ T cells, flow cytometry; 2C CD8+ T cell-vesicle binding; hits give low values; calls only at 7 µM; 330,000 compounds, 0.068% hits; AID 2052, 2009;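 active = response, share of CD8 T cells binding vesicles, and their 90th percentile fluorescence all below set limits, cut at about 80% in these data, passing the limit was not always enough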
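System: murine 2C transgenic CD8+ T lymphocytes; also added: QL9-loaded Drosophila micro-vesicles; times: binding 1.5 h at 37 °C; measured by: flow cytometry, PE anti-B7-1 (FL2) versus Alexa647 anti-CD8 (FL8), PFA-fixed; control set: Peptide-free naked vesicles (low) and QL9 vesicles with 0.7% DMSO vehicle (high)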
human PMI inhibitors: human PMI inhibitors, high substrate, primary screen, biochemical, fluorescence intensity, high mannose 6-phosphate (AID 1220). Mannose-6-phosphate isomerase (Homo sapiens). recombinant PMI enzyme, coupled fluorescence intensity; higher % means a stronger effect. inhibition, % at 20 µM; hits with a dose series show IC50 in µM. 190,000 compounds, 0.66% hits
West Nile virus CPE: West Nile virus antiviral activity, cell-based, CPE readout (AID 1621); West Nile virus-infected cells, CPE inhibition; higher % means a stronger effect; 290,000 compounds, 0.02% hits; CPE inhibition, % at 10 µM; hits with a dose series show IC50 in µM; in the data active = a potency from the dose series; inconclusive = CPE inhibition mostly from about 3.7% at the one dose, without a potency; inactive = the rest, 99 in 100 with CPE inhibition below about 2.2%; also: strong numbers were not always called active
PMI inhibitors: inhibitors of human PMI, primary screen, biochemical, fluorescence intensity, coupled assay (AID 1209) | Mannose-6-phosphate isomerase (Homo sapiens) | purified PMI enzyme, coupled fluorescence intensity; higher % means a stronger effect | inhibition, % at 20 µM, or IC50 in µM where a hit was titrated | 190,000 compounds, 0.42% hits;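 also: plate controls were DMSO vehicle for no effect and wells lacking substrate for full effect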
TNAP activators: human TNAP enzyme activators, primary screen, biochemical, luminescent, no phosphate acceptor, uHTS (AID 1001); Alkaline phosphatase, tissue-nonspecific isozyme (Homo sapiens); purified TNAP, luminescent activation assay, no phosphate acceptor; higher activation fold means a stronger effect; activation fold at 20 µM; hits with a dose series show EC50 in µM; 200,000 compounds, 0.03% hits; in the data active = activation fold from about 3, or a potency from the dose series; inactive = the rest, 99 in 100 with activation fold below about 1.6; also: many of its hits are not listed in these tables
UTI89 phage lysis: inhibition of K1F phage lysis, E. coli UTI89, bacterial capsule biogenesis inhibitors, alamar blue (AID 488966); inhibition, % at 100 µM; hits with a dose series show IC50 in µM; E. coli UTI89 K1F phage lysis, alamar blue, 2 h; higher % means a stronger effect; 340,000 compounds, 0.02% hits;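 active = phage lysis inhibition, versus mean bacterial control, above a set limit; inconclusive = no clear call, values can overlap the other calls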;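 also: capsule biogenesis inhibitors block K1F phage lysis so surviving cells raise fluorescence; higher fluorescence means more inhibition of phage lysis; actives were called in the ten point dose series up to 300 µM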
RSV CPE inhibition: RSV antiviral activity via CPE protection, HEp-2 cells, primary 10 µM value included (AID 2391) | HEp-2 cells, RSV-induced CPE inhibition; higher % means a stronger effect | one-dose CPE inhibition, % at 10 µM; IC50 in µM for titrated hits | 310,000 compounds, 0.13% hits; in the data active = a potency from the dose series; inconclusive = CPE inhibition mostly from about 23% at the one dose, without a potency; inactive = the rest, 99 in 100 with CPE inhibition below about 21%; also: strong numbers were not always called active
P. falciparum M17LAP: P. falciparum M17LAP inhibitors, primary screen, biochemical, fluorogenic H-Leu-NHMec substrate, 1536-well (AID 1619); Leucine aminopeptidase (Plasmodium falciparum (isolate 3D7)); recombinant M17LAP, H-Leu-NHMec fluorogenic kinetic assay; higher % means a stronger effect; inhibition, % at 30 µM, or IC50 in µM where a hit was titrated; 220,000 compounds, 0.38% hits;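 active = compound inhibiting the enzyme by more than half at any dose during confirmatory dose-response retesting; inconclusive = strong single-dose inhibitors picked by rank but not retested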;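 also: plate controls were full reaction with DMSO carrier for no effect and no enzyme background for full effect; strong numbers were not always called active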
P. falciparum M1AAP: P. falciparum M1AAP inhibitors, biochemical, fluorogenic H-Leu-NHMec substrate, 1536-well (AID 1445); one-dose inhibition, % at 30 µM; IC50 in µM for titrated hits; 220,000 compounds, 0.42% hits; recombinant M1AAP, H-Leu-NHMec fluorogenic kinetic assay; higher % means a stronger effect;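 active = primary inhibition above the hit cutoff, then over 50% inhibition at one or more dose response concentrations, cut at about 23% in these data, passing the limit was not always enough; inconclusive = conflicting primary data, or primary hits not chosen for dose response; inactive = low primary inhibition, or under 50% at every dose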;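 also: plate controls were DMSO full reaction for no effect and no enzyme background for full effect; strong numbers were not always called active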
T cell HTS vesicle-bound %: further read-out of T cell HTS, marked with its call; double positive events, %; measured here: CD8+ vesicle-bound cell fraction;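 binding gate set so that unloaded-vesicle control wells show 10% double positive cells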
Active calls of the source: *; i = inactive; ? = inconclusive; / = not tested or not shown; [ ] = another dose, or the depositor's remark. Rule as the data show it, unless noted: active = inhibition above about 50%; inactive = the rest. No enrichment for hits; about 1.5% have a hit in one of these screens.

Each structure is followed by: T cell HTS, T cell HTS vesicle-bound %, human PMI inhibitors, West Nile virus CPE, PMI inhibitors, TNAP activators, UTI89 phage lysis, RSV CPE inhibition, P. falciparum M17LAP, P. falciparum M1AAP
- COc1cc(/C=N/NC(=S)NCCN2CCOCC2)cc(OC)c1O
    i, 4, 20%, 0.1%, 20%, 1.1, 0.8%, 1.2%, 39%, 5%
- CCOc1cccc(C(=O)NC(=S)Nc2ccc3c(c2)OCCO3)c1
    i, 38, 28%, 0.5%, 31%, 1.1, -0.1%, 6.0%, -3%, 13%
- O=C(CSc1ncn[nH]1)NCc1ccccc1Cl
    i, 18, /, 0.6%, /, /, 0.1%, 2.4%, /, /
- Brc1ccc(OCc2nnnn2-c2ccccc2)cc1
    i, 6, -3%, -0.3%, -7%, 1, 0.2%, 0.1%, 3%, 5%
- Cc1ccc(NC(=O)c2ccc(OCc3c(C)noc3C)cc2)cc1
    i, 32, /, -0.3%, /, /, /, 6.8%, -2%, -1%
- C=CCN1c2ccccc2[C@]23C[C@@H](C(=O)OC)N(C(=O)c4ccco4)C2=NC(C(=O)OC)=C(C(=O)OC)[C@H]13
    i, 37, /, -0.2%, /, /, 1.5%, 1.8%, 2%, 19%
- CCOC(=O)N1CCN(C(=O)C(CC)c2ccccc2)CC1 (stereo not drawn)
    i, 46, 14%, 1.4%, 5%, 1.1, 1.3%[50 µM], 2.7%, -5%, 1%
- O=C(N/N=C/c1ccccc1[N+](=O)[O-])c1cccs1
    i, 35, /, 0.0%, /, /, 0.1%, -1.4%, -8%, 7%
- CCCCCOc1ccc(C(=O)CCC(=O)N2CCCC2)cc1
    i, 38, /, -0.3%, /, /, 0.2%, 12%, /, /
- Cc1ccc(-c2nc(CS(=O)(=O)CC(=O)Nc3cc(F)ccc3F)c(C)o2)cc1
    i, 22, /, -0.8%, /, /, 2.1%, 0.7%, /, /
- CCOC(=O)/C(=C/C1=CC(=C/N(C)C)/C(=O)O1)C(C)=O
    i, 33, /, 0.5%, /, /, 0.3%, 2.5%, 14%, 10%
- CCS(=O)(=O)c1ccc(O)c(NC(=O)CC2(CC(=O)O)CCCC2)c1
    i, 18, /, 0.1%, /, /, -1.1%, /, -7%, 3%
- COC(=O)c1cc(NC(=O)c2cccc(F)c2)cc(C(=O)OC)c1
    i, 32, -3%, -0.4%, -1%, 1.1, 0.2%, 2.2%, 6%, 2%
- Cc1cc(NC(=O)CCc2ccc(S(=O)(=O)N3CCOCC3)cc2)n(-c2ccccc2)n1
    i, 19, -7%, 0.1%, -7%, 1.1, 5.3%, -0.3%, 9%, 19%
- CC(C)NC[C@@H](O)c1ccc(O)c(O)c1
    i, 61, /, 0.2%, /, 0.3, 6.2%, -0.7%, 27%, 1%
- CC1CCC(C(C)C)C(OCC(O)CN2CCCC(C)C2)C1 (stereo not drawn)
    i, 22, 14%, -0.8%, 2%, 1.2, 0.5%, -3.0%, -1%, 0%
- CCCCN(C)C(=O)Cn1ncc2c3ccccc3n(CCC)c2c1=O
    i, 31, /, -1.1%, /, /, 2.0%[50 µM], 2.5%, /, /
- CC(=O)NC(CCS(C)(=O)=O)C(=O)Nc1ccccc1Cl (stereo not drawn)
    i, 48, 0%, -0.2%, -2%, 1, -0.4%, 0.8%, -7%, -1%
- Nn1c(SCC(=O)Nc2ccccc2F)nc2ccccc2c1=O
    /, /, 3%, -0.4%, 9%, 1, 12%, -1.6%, 10%, 16%
- O=C(O)C1CC=CCC1C(=O)NCCc1csc(-c2ccccc2)n1 (stereo not drawn)
    i, 17, -17%, 0.7%, -17%, 1, -0.6%, -0.8%, 50%, 0%
- Cc1ccccc1C(=O)N[C@H](C(=O)OCC(=O)c1ccc[nH]1)C(C)C
    i, 60, 3%, 1.1%, 4%, 1, 1.1%, 1.6%, 4%, 14%
- COc1ccc2c(c1)c(CC(=O)OC(C)C(=O)N(C)C)c(C)n2C(=O)c1ccc(Cl)cc1 (stereo not drawn)
    i, 44, /, -0.3%, /, /, -0.5%, -0.3%, /, /
- COc1cc(OC)c2c(OC)cccc2n1
    i, 17, -9%, 0.3%, -8%, 1.1, 1.6%[50 µM], 3.0%, -3%, 0%
- O=C(Nc1ncc(Cl)cn1)c1cccs1
    i, 31, 1%, 1.3%, -5%, 1.3, -2.6%[50 µM], 0.1%, -4%, 6%
- CCOC(=O)CC1(NC(=O)c2cc(COc3cncc(Cl)c3)on2)CCCCC1
    i, 29, /, -1.6%, /, /, -0.2%, 1.6%, /, /
- COc1ccc(OC)c(C2C(C#N)=C(N)Oc3cc(C)n(Cc4ccccn4)c(=O)c32)c1 (stereo not drawn)
    i, 50, 6%, -0.4%, 9%, 1.1, 0.6%, 1.6%, 0%, 4%
- O=C(Nc1cccc(C(F)(F)F)c1)c1cc(-c2ccco2)on1
    i, 6, /, -0.3%, /, /, 0.1%, 0.9%, /, /
- C[n+]1cnc(-c2ccccc2)cc1-c1ccccc1
    i, 44, -4%, 0.8%, 0%, 1.1, -0.1%[50 µM], 0.7%, -3%, 17%
- CCCn1nc(C(=O)NCc2ccccn2)c2ccccc2c1=O
    i, 36, -1%, 0.0%, 1%, 1, 10%, 1.8%, 9%, 2%
- COc1ccc(NC(=O)COC(=O)c2ccc(Cl)c(S(N)(=O)=O)c2)c([N+](=O)[O-])c1
    i, 30, /, -0.2%, /, /, 0.2%, -1.5%, 25%, -2%
- CC(=O)c1ccc(NC(=O)C2CCCN(c3ncnc4c3nc3n4CCCCC3)C2)cc1 (stereo not drawn)
    i, 43, /, -0.3%, /, /, 0.0%, 2.9%, /, /
- O=C1[C@@H]2Cc3c([nH]c4ccccc34)C(c3cccc([N+](=O)[O-])c3)N2C(=O)CN1C1CCN(Cc2ccccc2)CC1 (stereo partly drawn)
    i, 42, /, -1.8%, /, /, 0.4%, 14%, /, /
- Cc1nc2ccccc2n1CCc1ccccc1
    i, 6, 3%, -1.0%, 8%, 1.1, 2.0%, -2.0%, /, /
- O=C(CSc1nc2ccccc2o1)Nc1ccc(N2CCOCC2)cc1
    i, 33, -10%, 0.1%, -11%, 1.1, 1.2%, /, 4%, 7%
- O=C1NC(=O)/C(=C/c2ccccn2)S1
    i, 55, /, 0.0%, /, /, 6.8%, /, 26%, 5%
- CN1CCN(C(=S)SCc2nc(N)nc(Nc3ccc(F)cc3)n2)CC1
    i, 58, 9%, -0.9%, 9%, 1, 0.0%, 0.4%, -3%, 3%
- COc1ccc(-c2nnc(NC(=O)CS(=O)(=O)c3ccc(Cl)cc3)o2)c(OC)c1
    i, 41, /, 0.3%, /, /, 0.1%, 2.1%, /, /
- CCN(CC)C(=O)CSc1nc2ccccc2c(=O)n1OC
    i, 44, 4%, 1.0%, -4%, 1.1, 0.3%, 1.3%, 11%, 1%
- Cc1cc(-c2ccccc2)nc2[n+]1CCN2C
    i, 39, -2%, 0.2%, 0%, 1.1, 0.3%, -1.1%, -12%, 7%
- CC1=NN(c2ccccc2)C(=O)/C1=C\c1ccc(Br)s1
    i, 56, 17%, -0.1%, 14%, 1, 0.6%, 2.1%, -12%, 2%
- CCNS(=O)(=O)c1ccc(NC(=O)c2ccccc2SCCOC)cc1
    i, 62, 1%, -0.1%, 6%, 1, 9.1%, -1.1%, 1%, ?
- CCOC(=O)c1ccc(NC(=O)c2cccc(S(=O)(=O)N3c4ccccc4CC3C)c2)s1 (stereo not drawn)
    i, 38, 3%, -1.1%, 3%, 1, 2.3%, ?, 0%, 5%
- O=C(CSc1nnc(-c2cccs2)o1)N1CCCc2ccccc21
    i, 59, -5%, -0.4%, -3%, 0.9, 1.5%, 6.3%, 10%, 4%
- O=c1cc(-c2ccccc2)c2ccc(O)c(CN3CCCCC3)c2o1
    i, 44, 4%, -0.9%, 4%, 1.2, 0.0%, 0.2%, -3%, 11%
- Cc1ccc(CNC(=O)CCS(=O)(=O)c2ccc(C)cc2)cc1
    i, 31, 5%, 0.1%, 11%, 1.1, 0.5%, 0.8%, 3%, 6%

Exported with tabs: part of the list above.
SMILES	T cell HTS	T cell HTS vesicle-bound %	human PMI inhibitors	West Nile virus CPE	PMI inhibitors	TNAP activators	UTI89 phage lysis	RSV CPE inhibition	P. falciparum M17LAP	P. falciparum M1AAP
O=C(CSc1nnc(-c2cccs2)o1)N1CCCc2ccccc21	i	59	-5%	-0.4%	-3%	0.9	1.5%	6.3%	10%	4%
Cc1cc(-c2ccccc2)nc2[n+]1CCN2C	i	39	-2%	0.2%	0%	1.1	0.3%	-1.1%	-12%	7%
CCNS(=O)(=O)c1ccc(NC(=O)c2ccccc2SCCOC)cc1	i	62	1%	-0.1%	6%	1	9.1%	-1.1%	1%	?

The results go on:
Each structure is followed by: T cell HTS, T cell HTS vesicle-bound %, human PMI inhibitors, West Nile virus CPE, PMI inhibitors, TNAP activators, UTI89 phage lysis, RSV CPE inhibition, P. falciparum M17LAP, P. falciparum M1AAP
- COCCN(C(=S)Nc1ccccc1C)C(C)c1cccs1 (stereo not drawn)
    i, 17, 8%, -0.3%, 10%, 1.1, 1.4%, 1.9%, 0%, 1%
- CCOC(=O)C1CCN(C(=O)CS(=O)Cc2nc(-c3ccc(C)cc3)oc2C)CC1 (stereo not drawn)
    i, 45, -1%, 0.2%, -8%, 1.3, -0.2%, 1.7%, 26%, 3%
- O=C(N1CCOCC1)N(CCN1CCOCC1)Cc1cccc(Cl)c1
    i, 54, -3%, -0.1%, 14%, 1.2, 0.5%, -0.4%, -16%, 3%
- Cc1ccc(C(=O)N/C(=C/c2ccc(-c3cccc([N+](=O)[O-])c3)o2)C(=O)NC(C)C)cc1
    i, 50, 11%, /, 9%, 1.1, 0.8%, 11%, 0%, 13%
- CC(Sc1nnc2c(n1)[nH]c1ccccc12)C(=O)N(C)C1CCCCC1 (stereo not drawn)
    i, 6, /, -1.7%, /, /, -0.4%, 5.5%, /, /
- CC(CNC(=O)CCCn1ncn2c(cc3occc32)c1=O)c1ccccc1 (stereo not drawn)
    i, 13, /, -0.4%, /, /, 0.2%, 0.8%, /, /
- COCCN1CCN(C(=O)C2CCC(=O)N(CCc3ccc(Cl)cc3)C2)CC1 (stereo not drawn)
    i, 13, /, -0.6%, /, /, 0.0%, 0.7%, /, /
